# FBW7 activator: FBW7 E3 ligase activators, primary screen, biochemical, AlphaScreen, human; normalized activity (activation), % at 26.1 µM; 0.13% of 650,000 active; F-box/WD repeat-containing protein 7 (Homo sapiens), Q969H0; AlphaScreen FBW7–phospho-cyclin E peptide binding, activator screen; AID 1259310, 2017; in the data active = normalized activity above about 1.9%;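 note: purified mutant Fbw7 with reduced substrate affinity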
# Target sequence (Q969H0 whole entry, looked up): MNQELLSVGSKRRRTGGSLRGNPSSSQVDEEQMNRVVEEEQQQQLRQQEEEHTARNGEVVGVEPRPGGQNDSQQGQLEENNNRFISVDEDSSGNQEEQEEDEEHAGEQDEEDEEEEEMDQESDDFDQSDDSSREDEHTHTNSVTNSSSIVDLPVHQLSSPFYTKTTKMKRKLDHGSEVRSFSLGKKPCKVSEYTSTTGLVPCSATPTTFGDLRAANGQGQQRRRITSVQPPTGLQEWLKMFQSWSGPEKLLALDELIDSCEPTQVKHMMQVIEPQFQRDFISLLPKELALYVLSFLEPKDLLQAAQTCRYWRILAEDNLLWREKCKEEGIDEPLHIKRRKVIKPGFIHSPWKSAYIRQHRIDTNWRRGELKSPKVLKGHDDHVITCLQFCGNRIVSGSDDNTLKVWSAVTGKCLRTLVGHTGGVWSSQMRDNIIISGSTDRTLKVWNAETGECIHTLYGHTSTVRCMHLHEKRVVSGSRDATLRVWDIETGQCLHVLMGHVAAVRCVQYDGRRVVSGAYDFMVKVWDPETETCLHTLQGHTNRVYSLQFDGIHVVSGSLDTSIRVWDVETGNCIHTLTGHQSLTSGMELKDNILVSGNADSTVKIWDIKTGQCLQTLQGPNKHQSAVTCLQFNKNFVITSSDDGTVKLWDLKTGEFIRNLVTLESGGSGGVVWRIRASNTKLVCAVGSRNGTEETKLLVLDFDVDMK
# GPR151 activ: activators of human GPR151, primary screen, cell-based, PathHunter beta-arrestin, luminescence | 1% of 650,000 active | activation, % at 11.2 µM | PathHunter beta-arrestin GPR151 cells | AID 1508602, 2020; in the data active = activation above about 4.9%;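 note: 0% = median of compound wells and 100% = cells with positive control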
# Target sequence (Q8TDV0 whole entry, looked up): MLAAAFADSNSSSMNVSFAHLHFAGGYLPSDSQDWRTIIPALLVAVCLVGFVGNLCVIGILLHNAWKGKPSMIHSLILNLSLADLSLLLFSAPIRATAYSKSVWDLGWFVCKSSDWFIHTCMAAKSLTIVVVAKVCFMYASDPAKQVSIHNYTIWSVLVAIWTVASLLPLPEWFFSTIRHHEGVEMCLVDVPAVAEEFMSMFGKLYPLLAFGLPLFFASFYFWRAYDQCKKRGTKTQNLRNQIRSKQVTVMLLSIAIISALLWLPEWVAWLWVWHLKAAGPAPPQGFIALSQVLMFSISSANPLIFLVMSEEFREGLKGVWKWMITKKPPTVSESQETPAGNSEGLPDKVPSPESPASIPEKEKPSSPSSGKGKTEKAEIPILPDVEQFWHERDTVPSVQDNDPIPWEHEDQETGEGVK
# TEAD-YAP block: TEAD-YAP interaction inhibition, primary screen, TEAD-YAP interaction inhibitor project, luminescence, HEK-TIYL cells. 1.4% of 640,000 active. TEAD-Gal4/YAP UAS-luciferase luminescence. inhibition, % at 9.12 µM. AID 1259422, 2018; in the data active = inhibition above about 32%;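 note: 0% = median of test compound wells and 100% = reference inhibitor wells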
# MITF primary: MITF inhibitors, primary screen, biochemical, AlphaScreen, human | Microphthalmia-associated transcription factor (Homo sapiens), O75030 | AlphaScreen MITF homodimerization, bead proximity signal | AID 1259374, 2018 | 0.91% of 650,000 active | inhibition, % at 2.6 µM; in the data active = inhibition above about 50%;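 note: 0% = vehicle wells with protein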
# * marks the source's active call; other numbers are inactive results; / = no result given.
# Results follow in this order: FBW7 activator	GPR151 activ	TEAD-YAP block	MITF primary
- N#C/C(=N\Nc1ccc([N+](=O)[O-])cc1)C(=N)N1CCOCC1
→ -0.1	-1.1	-27	6
- COc1ccc(CCNc2cc(Nc3ccc(N4CCOCC4)cc3)ncn2)cc1
→ -0.2	1.1	19	-1
- O=C(OCC1CC(c2ccccn2)=NO1)c1ccc(Br)cc1 (centres undefined)
→ 0.0	-0.8	1	4
- O=S1(=O)NC(=NCc2ccccn2)c2ccccc21
→ 0.0	-0.1	-5	-1
- Cc1ccc(C(=O)OCC2COc3ccccc3O2)cc1 (centres undefined)
→ 0.1	-2.0	-41	14
- COc1ccc(-c2nnc(NC(=O)C(C)C)s2)cc1OC
→ 0.0	-1.2	6	4
- CC(C)N(Cc1ccccc1)C(=O)CN1C(=O)NC(C)(c2ccc3c(c2)OCCO3)C1=O (centres undefined)
→ -0.1	-0.1	-4	-9
- CCOC(=O)/C(C#N)=C/c1c(Oc2ccc(OC)cc2)nc2ccccn2c1=O
→ 0.0	-0.4	7	9
- CCOc1ccc(-c2noc(COC)n2)cc1OC
→ 0.1	-0.1	-3	-1
- CCc1ccc(NS(=O)(=O)c2c[nH]c3ccc([N+](=O)[O-])cc23)cc1
→ -0.3	0.3	-3	0
- N#CCSCC(=O)NCCc1ccccc1
→ -0.1	-1.9	17	6
- Cc1c(C(=O)NCc2ccc(Cl)cc2)cccc1[N+](=O)[O-]
→ 0.0	0.4	-4	10
- CC(=O)N1CCc2ccc(NC(=O)c3ccc(-c4ccccc4)cc3)cc2C1
→ 0.2	0.2	3	-8
- O=C(Nc1ccccn1)NC1CCCCC1
→ 0.5	-0.5	-6	21
- C/C(CC(=O)NC1CCCCC1)=N\NC(=O)Cc1ccc([N+](=O)[O-])cc1[N+](=O)[O-]
→ 0.0	0.0	0	15
- Cc1ccc(C(=O)N/C(=C\c2ccc(-c3ccc(Br)cc3)o2)C(=O)NCCCn2ccnc2)cc1
→ -1.1	-0.4	1	8
- COc1cccc(N(CC(=O)Nc2ccc(OC)c(Cl)c2)S(C)(=O)=O)c1
→ 0.0	0.9	0	-8
- CCC(C)(C)NC(=O)/C=C/c1ccc(OC(F)F)c(OC)c1
→ 0.0	1.8	-4	1
- O=C(Cc1csc(Nc2ccccc2)n1)NCc1ccccc1Cl
→ -0.2	1.3	-8	15
- CC1(C)CC(NC(=S)NC(=O)c2ccco2)CC(C)(C)N1
→ 0.8	-0.3	3	14
- Cn1c(=O)[nH]c(=O)c2c1nc(NCCO)n2CCCc1ccccc1
→ 0.1	-1.2	9	7
- COCCn1c(SCc2cc(=O)n3cc(Br)ccc3n2)nc2ccccc21
→ 0.6	1.0	-26	14
- O=C(O)c1ccc(Cl)c(N2C(=O)C3CCCCC3C2=O)c1 (centres undefined)
→ -0.1	0.1	2	-4
- CC/C(CN1C(=O)c2ccccc2C1=O)=N\O
→ -0.1	-0.5	4	0
- COC(=O)C1=C(C)NC2=C(C(=O)CC(C)(C)C2)C1c1ccc(F)c(F)c1 (centres undefined)
→ 0.2	-0.6	8	-6
- CC(C)CC1=NC(C(F)(F)F)(C(F)(F)F)c2c(n(CC(C)C)c(=O)[nH]c2=O)N1
→ -0.1	-0.9	2	3
- O=C(Nc1cccc(S(=O)(=O)Nc2ccccc2Cl)c1)c1cc(=O)[nH]c(=O)[nH]1
→ -0.1	-0.1	-5	-5
- N#Cc1ccc(N/N=C/c2ccccc2)c([N+](=O)[O-])c1
→ 0.1	0.2	4	8
- c1ccc2c(c1)c1ccccc1n2CCCN1CCOCC1
→ 0.0	1.7	-19	-9
- CCOC(=O)c1c(-c2ccccc2)csc1NC(=O)COc1ccc(Cl)cc1C
→ 0.1	-0.1	2	-5
- CCc1cccc(NS(=O)(=O)c2cc3c(cc2C)NC(=O)CO3)c1
→ 0.1	0.2	6	6
- O=C(CN1C(=O)/C(=C/c2ccccc2)Sc2ccccc21)N1CCCC1
→ 0.3	0.0	-1	6
- Cc1cccc(/C=N/Nc2cn[nH]c(=O)n2)c1
→ 0.0	-2.1	6	9
- CC(Oc1ccc(Cl)cc1Cl)C(=O)Nc1ccc(C(=O)O)cc1 (centres undefined)
→ 0.4	-0.4	12	0
- O=C(OCc1nc2ccc(Cl)cc2n1CCO)c1ccccc1
→ 0.1	-1.6	1	6
- CCCOC(=O)c1cccc(NC(=O)c2cccs2)c1
→ 0.2	2.1	-5	-1
- Cc1sc(NC(=O)c2ccccc2F)c(-c2nc3ccccc3s2)c1C
→ 0.0	-1.1	-4	8
- CC(=O)c1cc(Cl)ccc1OC(=O)c1ccccc1[N+](=O)[O-]
→ -0.3	0.5	0	-10
- Cc1ccc([N+](=O)[O-])cc1NS(=O)(=O)c1ccc2ccccc2c1
→ -0.1	-0.7	2	-13
- O=C(Nc1nccs1)c1ccc(Br)c(S(=O)(=O)N2CCCCC2)c1
→ -0.1	-0.9	0	-4

# 3 compounds already listed, ordered by number of heavy atoms, ascending.
# Results follow in this order: FBW7 activator	GPR151 activ	TEAD-YAP block	MITF primary
- Cc1cccc(/C=N/Nc2cn[nH]c(=O)n2)c1
→ 0.0	-2.1	6	9
- CCCOC(=O)c1cccc(NC(=O)c2cccs2)c1
→ 0.2	2.1	-5	-1
- CCOC(=O)c1c(-c2ccccc2)csc1NC(=O)COc1ccc(Cl)cc1C
→ 0.1	-0.1	2	-5

# Other results.
# Results follow in this order: FBW7 activator	GPR151 activ	TEAD-YAP block	MITF primary
- Cc1ccc(-c2ncn(-c3ccc(Nc4nccc(-c5cc(F)cc(-c6cn[nH]c6)c5)n4)cc3)n2)cn1
→ 1.5	-0.5	-4	27
- CCn1ccnc1CNC(=O)CC1C(=O)NCCN1Cc1ccccc1F (centres undefined)
→ -0.1	-0.7	0	3
- Cc1ccccc1N1CCN(C(=O)c2ccccc2O)CC1
→ 0.0	0.8	3	6
- O=C(CN1CCN(c2ccccc2Cl)CC1)Nc1ccc(F)cc1
→ 0.0	-1.1	-6	5
- O=C(NC(=S)Nc1ccc(Br)cn1)c1ccccc1F
→ -0.1	2.1	-52	1
- COC(=O)c1ccccc1NC(=O)c1cc(-c2ccc(OC)c(OC)c2)no1
→ 0.0	-0.5	0	1
- O=C(CN1C(=O)c2cccc3cccc1c23)Nc1ccccc1
→ 0.7	0.0	4	6
- COCCCNC(=O)CNC(=S)N(Cc1cccs1)C1CCCCC1
→ 0.7	-1.3	7	6
- C=CCNCCOc1ccc(Br)cc1Cl
→ -0.1	-0.4	1	56*
- Fc1ccc(N2CCN(Cc3ccc(Br)o3)CC2)cc1
→ 0.1	1.7	0	51*
- OC(c1ccccc1)c1ccc2c(c1)c1c3n2CCNC3CCC1 (centres undefined)
→ -0.2	1.8	6	0
- CCCCOc1ccccc1NC(=O)C(C(F)(F)F)C(F)(F)F
→ -0.1	1.1	-8	-4
- C=C(C)COc1ccc2oc(C)c(C(=O)OC)c2c1
→ 0.0	0.7	-9	-4
- COC(=O)C(CCSC)NC(=O)C12CC3CC(CC(C3)C1)C2 (centres undefined)
→ 1.1	0.1	7	9
- COc1ccc(-n2nc3c(c2NC(=O)c2c(F)cccc2Cl)CSC3)cc1
→ 0.6	0.2	7	-2
- O=C1CCCC2=C1C(c1cccs1)C1=C(CCCC1=O)O2
→ -0.2	1.3	12	-7
- O=C(NCC1CC(Cc2ccc(F)cc2)=NO1)C1CC=CCC1 (centres undefined)
→ 0.3	0.5	6	23
- COc1ccc(NC(=O)CN2CCN(S(=O)(=O)c3cccc([N+](=O)[O-])c3)CC2)c(OC)c1
→ 0.4	-0.1	4	11
- COc1ccccc1NC(=O)c1ccc(OC2CSC2)cc1
→ 0.0	1.3	-19	-2
- O=C(Nc1ccc([N+](=O)[O-])cc1)N1CCCC1
→ 0.1	0.1	-9	19
- Cc1nn(CC(=O)c2cc(C)n(CC3CCCO3)c2C)c(C)c1[N+](=O)[O-] (centres undefined)
→ -0.1	0.7	-7	13
- COc1cccc([C@@H]2Oc3ccc(OC)cc3C(=O)C2OC(=O)N[C@H]2CCCc3ccccc32)c1 (some centres undefined)
→ -0.1	0.8	/	7
- CCOC(=O)c1c(NC(=O)c2ccc(Cl)cc2NS(=O)(=O)c2ccccc2)sc2c1CCCC2
→ -0.1	-1.7	16	-4
- COc1ccc(Nc2ccc(-c3cccc(O)c3)cn2)cc1
→ 0.1	0.1	-21	18
- CCCNS(=O)(=O)c1ccc2c(c1)n(C)c(=O)c(=O)n2C
→ 0.0	-1.0	-3	0
- COc1cc(/C=C(\C#N)c2ccc([N+](=O)[O-])cc2)c(Br)c(Br)c1O
→ -0.1	0.0	-4	-3
- O=C1CCN(S(=O)(=O)c2c(F)cc(F)c(Cl)c2F)CC1
→ 0.0	-2.0	6	-15
- O=C(O)c1c(CNCCc2ccccc2)c2ccccc2n1Cc1ccccc1F
→ 0.0	0.1	11	3
- Cc1cccc(Oc2c(C(F)(F)F)oc3c(CN4CCCC4)c(O)ccc3c2=O)c1
→ 0.0	0.6	8	5
- CCCc1[nH]nc2c1C(c1cc(OC)c(OC(C)=O)c(OC)c1)C(C#N)=C(N)O2 (centres undefined)
→ 0.2	1.2	-12	2
- CCc1c(C)c(C#N)c2nc3ccccc3n2c1N1CCN(CCOc2ccc(C)cc2)CC1
→ -0.1	0.9	-1	1
- COc1ccc(/C=C/C(=O)Nc2cccc(C(C)=O)c2)cc1
→ 0.1	1.0	-30	8
- CC1CC(C)CN(C(=O)CSc2nc3c(c(=O)[nH]2)CCC3)C1 (centres undefined)
→ 0.2	-1.1	4	8
- COc1ccc(OC)c(NC(=O)CSc2nc(C)cc(C)n2)c1
→ -0.1	2.3	-8	10
- CCOc1ccc(NC(=O)C2CC(=O)N(Cc3ccc4c(c3)OCO4)C(=Nc3ccccc3)S2)cc1 (centres undefined)
→ 0.2	-1.1	4	11
- CC(=O)NC(Cc1cccc(C)c1)C(=O)NC1CCN(c2ncccc2[N+](=O)[O-])CC1 (centres undefined)
→ -0.1	0.4	4	-2
- COc1ccc(C(CC(=O)NCc2ccccc2)N2Cc3ccccc3C2=O)cc1 (centres undefined)
→ 0.0	0.5	7	1
- CCOc1ccc(NC(=O)c2sc3ncnc(N4CCN(c5ccccc5)CC4)c3c2C)cc1
→ 0.0	-0.1	1	15
- Cc1cc(C(=O)COc2ccccc2C(N)=O)c(C)n1CCc1ccccc1
→ -0.1	0.6	16	2
- CC1(NC(=O)Cc2c(Cl)cccc2Cl)CCS(=O)(=O)C1 (centres undefined)
→ 0.1	-1.1	4	12
- COc1cccc(NC(=O)CSc2cn(CC(=O)N3CCCCCC3)c3ccccc23)c1
→ 0.2	0.5	4	13
- COC(=O)c1oc2cc(C)ccc2c1C
→ 0.2	0.3	4	14
- Cn1c(=O)c2c(nc3n2CC(=O)N3c2ccc3c(c2)CCC3)n(C)c1=O
→ 0.2	-0.2	9	13
- O=C(CC1(c2ccccc2)CC(=O)N(Cc2ccncc2)C1=O)N1CCc2sccc2C1 (centres undefined)
→ 0.0	2.2	1	-13
- O=C1c2ccccc2C(=O)N1c1ccc(S(=O)(=O)N(CCO)c2ccccc2)cc1
→ -0.2	1.1	-3	-1
- COc1ccc(NC(=O)/C(C#N)=C\c2ccc(O)cc2)cc1
→ -0.1	0.6	-25	0
- CSc1c(CC(=O)Nc2ccc(Cl)cc2)n(C)c2ccc(C)cc12
→ 0.1	2.3	-7	-6
- CC1=C(C(=O)N2CCCCC2)C(c2cccc(Br)c2)C2=C(CC(C)(C)CC2=O)N1 (centres undefined)
→ -0.2	0.1	-6	-2
- Cc1cccc(N2CCN(C(=O)c3ccc4c(c3)NC(=O)C(CSCc3cccc(F)c3)N4)CC2C)c1 (centres undefined)
→ 0.1	0.1	13	-3
- NS(=O)(=O)c1cccc(NC(=O)CN2C(=O)NC3(CCCCC3)C2=O)c1
→ 0.1	1.4	5	-6
- O=C(CN1CCN(c2ncccn2)CC1)NC1CCCC1
→ 0.2	0.3	9	12
- CC(C)CC1NC(=O)N(CC(=O)Nc2cc(Cl)cc(Cl)c2)C1=O (centres undefined)
→ 0.1	0.9	-6	-15
- CCCCCC(=O)NNC(=O)c1cc2nc(-c3ccccc3)cc(C(F)(F)F)n2n1
→ 0.0	-0.6	-2	2
- Cc1cccc(CN(C)CCc2ccccn2)c1
→ -0.2	1.1	4	69*
- CCOC(=O)C1=C(CSc2nc(N)c(C#N)c(-c3ccc(F)cc3)c2C#N)OC(N)=C(C#N)C1c1ccccc1Cl (centres undefined)
→ -0.1	-1.7	-5	1
- Cc1ccc(NC(=O)C(=O)N/N=C/c2ccc(OC(C)C)cc2)cc1C
→ 0.1	-1.1	-1	8
- O=c1oc(-c2ccc(F)cc2)nc2scc(-c3ccc(Br)cc3)c12
→ -0.1	-0.6	1	-10
- O=C(Cn1cnc([N+](=O)[O-])n1)N1CCCC1
→ -0.2	1.8	16	-1
- COC(=O)c1cc(NC(=S)Nc2ccc(N3CCOCC3)cc2)cc(C(=O)OC)c1
→ -0.2	1.0	7	20
- Cc1cnc(C(=O)OCC(=O)c2cc(C)n(-c3ccc4c(c3)OCCO4)c2C)cn1
→ -0.1	-1.8	9	16
- CCOC(=O)CN(C)Cc1ccccc1OCC(O)CN1CCc2ccccc2C1 (centres undefined)
→ 0.3	-0.7	18	6

# Record cards, from the list above.
# Cc1ccc(NC(=O)C(=O)N/N=C/c2ccc(OC(C)C)cc2)cc1C across the screens: FBW7 activator: 0.1; GPR151 activ: -1.1; TEAD-YAP block: -1; MITF primary: 8
# COC(=O)c1cc(NC(=S)Nc2ccc(N3CCOCC3)cc2)cc(C(=O)OC)c1 across the screens: FBW7 activator: -0.2; GPR151 activ: 1.0; TEAD-YAP block: 7; MITF primary: 20

# Compound activity deposited in PubChem by The Scripps Research Institute Molecular Screening Center.
